NPY2 pot ag: NPY-Y2 potentiators or agonists, primary screen, cell-based; cells expressing NPY-Y2, potentiator/agonist read-out; activation, % at 3.6 µM; AID 1359, 2008; 220,000 tested, 0.45% active; Neuropeptide Y receptor type 2 (Homo sapiens), P49146; in the data active means activation above about 27%;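 further: cells stimulated with NPY near EC25 plus isoproterenol at EC100; 0% = vehicle plus submaximal agonist and 100% = vehicle plus saturating agonist; some results beyond the cut were filed as inactive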
p97 inhibitor: inhibitors of human p97 ATPase, primary screen, biochemical; recombinant p97 ATPase, Kinase-Glo ATP luminescence, 3 h; AID 1481, 2009; 220,000 tested, 0.42% active; Transitional endoplasmic reticulum ATPase (Homo sapiens), P55072; inhibition, % at 8 µM; in the data active means inhibition above about 15%;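 further: 0% = DMSO vehicle and 100% = wells lacking enzyme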
Target sequence (P55072 whole entry, looked up): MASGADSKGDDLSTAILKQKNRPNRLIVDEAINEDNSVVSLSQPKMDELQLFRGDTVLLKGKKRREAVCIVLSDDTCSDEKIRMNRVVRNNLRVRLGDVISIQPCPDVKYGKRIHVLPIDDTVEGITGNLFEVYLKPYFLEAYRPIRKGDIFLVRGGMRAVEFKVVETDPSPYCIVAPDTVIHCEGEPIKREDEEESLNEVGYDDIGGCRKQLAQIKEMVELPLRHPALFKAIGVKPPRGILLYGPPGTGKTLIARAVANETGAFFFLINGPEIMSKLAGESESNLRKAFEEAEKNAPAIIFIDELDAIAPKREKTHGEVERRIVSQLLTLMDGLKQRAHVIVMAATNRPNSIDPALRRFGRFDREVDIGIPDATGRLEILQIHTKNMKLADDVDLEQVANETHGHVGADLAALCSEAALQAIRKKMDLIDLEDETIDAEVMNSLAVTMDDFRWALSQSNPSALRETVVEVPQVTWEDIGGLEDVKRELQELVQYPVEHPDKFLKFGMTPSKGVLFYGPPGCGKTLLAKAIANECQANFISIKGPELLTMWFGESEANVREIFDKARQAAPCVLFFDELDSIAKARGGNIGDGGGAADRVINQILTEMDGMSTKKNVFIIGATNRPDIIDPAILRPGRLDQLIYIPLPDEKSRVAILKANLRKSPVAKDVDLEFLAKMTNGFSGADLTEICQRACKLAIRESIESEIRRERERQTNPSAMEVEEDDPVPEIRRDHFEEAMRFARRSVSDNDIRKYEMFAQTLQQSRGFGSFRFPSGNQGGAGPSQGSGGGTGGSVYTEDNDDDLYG
MDM2 E3 inh: MDM2-luciferase reporter signal enhancers, primary screen, MDM2 E3 ligase inhibitor project, cell-based, luminescence, 1536-well; signal enhancement, % at 5 µM; E3 ubiquitin-protein ligase Mdm2 (Homo sapiens), Q00987; 210,000 tested, 0.11% active; cell-based MDM2 ubiquitination luciferase reporter, 2 h; 0 = plate control, 100 = twice control, blank-subtracted;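 active means signal enhancement of 30% or more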;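 further: luminescence tracks abundance of the self-degrading MDM2-luciferase fusion protein; higher signal means inhibition of MDM2 E3 ligase activity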
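Material: Stable MDM2–luciferase fusion reporter cells | Amount: 2000 cells seeded into each well | Dosing: One concentration, 5 µM, with 0.2% DMSO | Incubation: 4 h cell settling then 2 h compound exposure, 37 °C | Measured by: Luciferase luminescence | Read-out basis: % enhancement relative to plate controls after blank subtraction | Benchmarks: Control and blank well means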
NPY-Y1 antag: NPY-Y1 receptor antagonists, primary screen, cell-based | 200,000 tested, 1% active | HEK293-CNG Y1 cells, membrane potential fluorescence; NPY at EC95, then isoproterenol | inhibition, % at 3.6 µM | Neuropeptide Y receptor type 1 (Homo sapiens), P25929;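 active means inhibition above the campaign mean inhibition of all tested compounds plus 3 SD, cut at about 20% in these data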;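 further: 0% = DMSO wells given NPY plus isoproterenol and 100% = isoproterenol alone without NPY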
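Material: HEK293 Y1/CNG channel cell line | Also added: NPY (25 nM), isoproterenol (1 µM), Ro 20-1724 (25 µM) | Compound: One concentration, 3.6 µM, in 0.4% DMSO | Schedule: 3 h dye uptake, 1 h room-temperature compound, 45 min post-isoproterenol | Signal: Membrane-potential fluorescent dye readout | Read-out: % inhibition of NPY effect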
Runt-SMMHC FRET: inhibitors of RUNX1 Runt–CBFb-SMMHC binding, primary screen, biochemical, FRET, Cerulean-Runt, Venus-CBFb-SMMHC, uHTS. Cerulean-Runt/Venus-CBFb-SMMHC FRET ratio 530/480, 1 h. Runt-related transcription factor 1 (Homo sapiens) + Core-binding factor subunit beta …. inhibition, % at 20 µM. AID 1434, 2008. 220,000 tested, 0.74% active;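 active means mean inhibition across duplicate retests at 20 µM reaching about 50%, limit read from the data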;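 further: 0% = DMSO wells and 100% = wells with excess untagged CBFb-SMMHC; inhibitors lower the FRET ratio by blocking Runt binding to CBFb-SMMHC; some results filed as inactive read as strong as hits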
RBBP9 inhibitor: human RBBP9 inhibitors, primary screen, biochemical, fluorescence polarization, FP-Rh probe, HTS; Serine hydrolase RBBP9 (Homo sapiens), O75884; recombinant RBBP9; inhibition, % at 7.94 µM; 220,000 tested, 0.2% active;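 active means inhibition above the campaign mean of all tested compounds plus 3 SD, cut at about 14% in these data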;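 further: plate controls were DMSO wells with RBBP9 for no effect and wells lacking RBBP9 protein for full effect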
Target sequence (O75884 whole entry, looked up): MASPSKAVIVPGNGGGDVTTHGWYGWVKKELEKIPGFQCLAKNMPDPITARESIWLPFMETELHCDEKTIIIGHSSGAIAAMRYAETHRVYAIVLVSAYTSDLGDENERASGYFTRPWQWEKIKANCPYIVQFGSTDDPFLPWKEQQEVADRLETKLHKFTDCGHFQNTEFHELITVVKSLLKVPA
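Test system: recombinant human RBBP9; Timing: 30 min then 45 min, 25 °C; Detection: fluorescence polarization; Control set: RBBP9 with DMSO as uninhibited control, no-protein wells as full inhibition; Compound dosing: one concentration, 7.94 µM nominal, 0.794% DMSO; Probe or stimulus: FP-Rh activity-based probe, 375 nM before mixing.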
Runt-CBFb FRET: inhibitors of RUNX1 Runt–CBFb binding, primary screen, biochemical, FRET, Cerulean-Runt, Venus-CBFb, uHTS. 220,000 tested, 0.46% active. AID 1496, 2009. Runt-related transcription factor 1 (Homo sapiens) + Core-binding factor subunit beta …. Cerulean-Runt/Venus-CBFb FRET ratio 530/480, 1 h. inhibition, % at 20 µM;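 active means inhibition over about 50% at 20 µM in the single-dose screen, limit read from the data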;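 further: 0% = DMSO wells and 100% = excess unlabeled CBFb competitor control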
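System: Cerulean-labeled Runt domain protein | Quantity: 100 nM of each labeled protein | Schedule: 1 h compound exposure, room temperature | Detection: Fluorescence energy transfer, 422 nm excitation, 530/480 nm emission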
NPY-Y1 PAM-ag: NPY-Y1 receptor potentiators or agonists, primary screen, cell-based | activation, % at 3.6 µM | NPY-Y1 expressing cells, potentiator/agonist activation | Neuropeptide Y receptor type 1 (Homo sapiens), P25929 | 220,000 tested, 0.37% active; in the data active means activation above about 33%, passing the limit was not always enough;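 further: cells stimulated with NPY at EC10 then isoproterenol at EC100; 0% = low agonist plus stimulus and 100% = saturating agonist plus stimulus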
Hck-Nef inh: inhibitors of Nef-activated human Hck kinase, primary screen, biochemical, Z-Lyte FRET, 384-well, Hck-YEEI; Tyrosine-protein kinase HCK (Homo sapiens), P08631; Recombinant Hck-YEEI plus Nef, Z-Lyte FRET kinase assay; inhibition, % at 20 µM; 220,000 tested, 0.68% active; AID 463187, 2010;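 active means Hck-Nef kinase inhibition above about 50%, limit read from the data; inactive means inhibition below that limit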;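 further: 0% = DMSO with Hck plus Nef and 100% = Hck alone without Nef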
An asterisk follows results filed as active; · = not tested or not shown. Rows were taken by chance, and some 3.5% of all compounds hit somewhere here.

SMILES	NPY2 pot ag	p97 inhibitor	MDM2 E3 inh	NPY-Y1 antag	Runt-SMMHC FRET	RBBP9 inhibitor	Runt-CBFb FRET	NPY-Y1 PAM-ag	Hck-Nef inh
CC1(C)CC(=O)C2=C(C1)OC(N)=C([N+](=O)[O-])C2c1cccs1 (configuration not stated)	4.5	4.9	12.2	-5.0	2.4	-1.2	0.9	3.4	4.9
CCCCCC(O)c1cccc(OCc2ccc3ccccc3n2)c1 (configuration not stated)	-2.6	-1.4	·	0.7	-1.4	-10.1	-4.1	-32.0	-6.1
CCOc1cccc2sc(N(CCN(CC)CC)C(=O)c3ccc(S(=O)(=O)N4CCCCC4)cc3)nc12	-6.6	-1.8	-9.5	25.7*	-2.3	-0.2	-0.5	-4.9	25.5
O=C(O)CSCC(=O)N1CCCCC1	-1.5	0.0	3.1	1.6	-2.4	0.0	1.0	-2.2	17.5
CCc1cccc(C)c1NC(=S)NCC(c1cccnc1)N(C)C (configuration not stated)	-3.2	3.4	-15.1	4.2	2.8	-4.2	2.0	1.7	25.6
CSc1nc(C)cc(/C=C\c2ccccc2)c1C#N	-18.3	-3.5	10.5	3.5	-3.0	-7.8	-0.6	-43.0	1.5
CC(C)CCNC(=O)[C@H](CC(C)C)NC(=O)[C@H]1O[C@@H]1C(=O)O	8.5	-4.5	·	-0.3	0.8	-10.0	-2.2	3.8	4.4
COc1ccc2c(c1)CCc1cn3ncc(C#N)c3nc1-2	-4.4	7.2	-8.0	3.5	89.1*	-4.3	48.7	0.1	-2.1
COC(=O)/C=C1/N/C(=N\c2nc(C)cc(C)n2)N(c2ccccc2)C1=O	1.5	-2.1	-5.8	1.2	4.6	-7.7	-0.2	-2.1	3.8
Cc1cc(-c2n[nH]c(=S)n2/N=C/C=C/c2ccccc2)n[nH]1	9.0	-3.2	-8.4	-4.4	16.5	1.1	13.3	-9.1	2.4
Cc1cn(-c2cc(C(=O)Nc3ccc(C)c(NC(=O)N4CCNC4=O)c3)cc(C(F)(F)F)c2)cn1	·	·	9.5	·	1.8	·	0.5	·	44.3
CCCNC(=O)NC(=O)c1cnccc1C(F)(F)F	8.1	7.0	-2.3	·	-4.0	-2.1	-4.3	3.2	2.1
CC(C)OC(=O)c1c(N)sc2c1CCCC2	9.0	-4.0	·	4.6	·	-1.3	·	19.5	5.8
CC(=O)N1CCCC1(C(=O)O)c1ccccc1 (configuration not stated)	8.0	0.4	-13.8	·	-1.3	-8.8	-0.9	13.4	7.7
O=C(N/N=C/c1ccc(O)c(O)c1O)/C(=C/c1ccc([N+](=O)[O-])cc1)NC(=O)c1ccccc1	3.7	5.3	-6.1	1.4	27.4	17.9*	36.7	-4.1	-2.7
Cc1cc(C)cc(Nc2cnn(C34CC5CC(CC(CC(=O)O)(C5)C3)C4)c(=O)c2Cl)c1	6.7	-2.2	-4.5	-1.6	-0.9	0.8	-0.2	-6.6	0.7
Cc1c(C(=O)NCc2cccs2)oc2ccc(Br)cc12	-5.4	4.1	-12.3	0.1	2.3	5.6	3.7	-7.0	-2.3
Cc1ccccc1Cn1cc(NC(=O)c2cc3nc(-c4ccco4)cc(C(F)(F)F)n3n2)cn1	0.1	8.0	-1.6	-1.0	-86.1	-12.1	-5.1	20.9	3.8
CCOC(=O)c1cc(C)sc1NC(=O)C(c1ccccc1)c1ccccc1	13.4	-0.1	6.6	-5.0	0.9	9.3	-2.9	-21.9	-5.5
O=C(CSc1nnc(-c2ccncc2)n1Cc1ccccc1)NCCc1ccccc1	-3.3	-2.8	-13.0	3.5	-9.0	-5.0	2.0	-27.2	-0.4
CCCCNC(=S)N/N=C1\CCCCc2ccccc21	2.4	-5.9	-6.8	2.9	-0.4	-1.6	-3.3	-22.9	8.9
O=C(C(=O)N1CCCc2ccccc21)N1CCCc2ccccc21	3.9	-10.4	-48.7	-1.5	1.2	-8.8	1.6	-18.9	-2.7
CN=C1c2cc3cc(OC)ccc3n2CCN1Cc1ccccc1	-18.7	-0.5	-8.3	9.3	-2.6	5.6	-1.6	-6.7	-1.7
CN(C(=O)NC1CCCCC1)c1ccccc1	-1.4	3.1	-4.0	-2.8	3.1	-4.5	-1.8	-13.0	-7.3
COc1nc(Nc2ccc([N+](=O)[O-])cc2)nc(NC(C)C)n1	0.7	-2.1	-16.2	-0.1	3.9	-6.5	0.0	-19.2	4.0
Cc1cccc(N2CCN(C(=O)C3CCN(S(=O)(=O)c4cnc[nH]4)CC3)CC2)c1C	4.9	-2.0	-14.3	4.0	-0.5	-11.5	0.3	-6.0	1.8
CCCNc1c(NC(C)=O)c(=O)oc2ccccc12	11.8	7.3	4.0	-3.8	0.9	-1.8	0.2	-5.0	0.9
Cc1ccc(C(=O)N2CCN(S(C)(=O)=O)C2)cc1	-5.5	0.1	-11.7	-1.3	1.0	-2.6	-2.7	-7.0	1.5
CC1CC(C)CN(C(=O)CNC(=O)Cn2ccc3ccccc3c2=O)C1 (configuration not stated)	10.2	4.6	3.8	1.8	1.4	-2.9	-2.3	14.6	21.9
COc1cc(C(=O)ON=C2C(C)=CC(=O)C=C2C)cc(OC)c1OC	-13.3	7.0	-3.6	5.7	6.9	-0.5	3.5	-0.9	6.9
COc1ccccc1-n1c(C)nnc1SCC(=O)Nc1cc(C)cc(C)c1	10.0	-0.6	11.3	-3.7	-2.9	-1.9	0.5	7.3	1.4
O=C(NCc1ccccc1)c1cccc(OCC(=O)N2CCN(C(=O)c3ccco3)CC2)c1	-12.1	-0.6	-16.9	5.3	-3.6	-7.8	0.4	-10.2	1.3
CCC1CCCCN1CCCNC(=O)COc1cc(=O)n(C)c2ccccc12 (configuration not stated)	-7.0	-2.6	-10.8	1.3	6.4	0.6	0.1	-0.8	-0.2
COC(=O)[C@@H]1CC[C@H](C)[C@@H](c2ccc(C)cc2)N1C(=O)c1ccc(/C=N/O[C@@H](C)c2cn([C@H](CO)Cc3ccccc3)nn2)cc1	-4.5	-2.8	·	2.4	-6.1	-2.4	-7.6	6.7	-1.0
Cc1cc(CN(C)Cc2cn(C)nc2-c2ccc(Oc3ccccc3)cc2)on1	2.1	-7.0	-14.1	·	-0.2	-4.4	-4.9	8.6	19.2
O=C(CNS(=O)(=O)/C=C/c1ccccc1)OCC(=O)N1CCC(Cc2ccccc2)CC1	-2.1	-4.0	-6.1	5.4	-1.6	-8.7	-3.6	-17.9	-23.8
O=C(NCCCc1ccccc1)N1CCOCC1	-24.5	0.7	·	-0.1	1.6	1.3	0.2	-10.8	-0.7
Cc1c(-c2ccccc2)[n+](=O)c(-c2ccc(Cl)cc2)c(C)n1[O-]	-9.2	0.8	-1.3	0.0	0.6	-2.5	0.0	-2.0	-77.9
O=C(CSCc1ccc(F)cc1)NCc1cccs1	3.8	-2.3	0.1	1.0	0.9	0.1	-1.7	-0.8	-34.0
COC(=O)c1ccc(C(=O)OC)c(NS(=O)(=O)c2ccc(NC(C)=O)cc2)c1	-1.5	5.6	-5.7	8.5	35.3	0.4	11.4	1.6	13.0
Cn1ncc(Br)c1C(=O)N/N=C/c1ccc(OS(=O)(=O)c2ccccc2)cc1	3.6	-0.4	·	9.3	1.5	-11.2	-1.9	10.9	1.4
O=C1c2ccccc2C(=O)N1CCCc1nc(-c2cccnc2)no1	8.6	2.8	-11.9	5.9	-6.4	-1.6	-0.1	-8.7	5.9
CC1(C)SC2c3ccccc3C(=O)N2[C@@H]1C(=O)NCc1ccco1 (some centres not stated)	-3.2	-2.4	-12.2	-5.4	0.4	-4.1	-1.5	-12.4	-3.0
CN(C)S(=O)(=O)c1cccc(NC(=O)COC(=O)CNC(=O)c2cccc([N+](=O)[O-])c2)c1	-13.6	4.0	·	·	0.1	-0.2	3.8	9.2	13.9
Cc1ccc(NS(=O)(=O)c2ccc(C)c(NC(=O)COc3ccc4ccccc4c3)c2)c(C)c1	-15.4	-1.6	-14.9	5.8	-12.5	-29.5	3.1	-5.0	3.2
CCOC(=O)c1cccc(N2C(N)=NC(N)=NC2(C)C)c1	-12.2	-0.2	-14.8	4.1	3.5	-4.3	-1.2	-5.7	0.8
C=CCOn1c(=O)c(-c2cc3ccccc3o2)[n+]([O-])c2ccccc21	0.6	3.8	-20.5	16.1	-124.0	-10.0	-28.4	0.4	-2.4
CC(C)(C)C(=O)c1cn(CC(=O)NCc2ccc3c(c2)OCO3)c2ccccc12	6.1	2.5	-10.2	-2.7	-2.6	-12.4	-2.0	13.0	-16.0
Cc1nc2nc(-c3ccc(Cl)cc3)[nH]n2c(=O)c1Cc1ccccc1	-1.3	5.4	-5.8	11.5	-2.1	-9.2	0.3	4.0	0.3
O=C(Nc1c(-c2ccccc2)nc2ncccn12)c1cc2ccccc2oc1=O	-1.5	3.0	·	2.9	-1.1	-6.4	-1.4	-12.7	0.3
c1ccc2c(c1)Nc1ccncc1S2	4.0	9.6	-21.2	·	-13.7	7.5	-0.9	23.8	19.2
Cc1ccc(S(=O)(=O)N(C)C)cc1NC(=S)N(CCC#N)Cc1cccnc1	2.2	1.4	-3.1	1.5	3.6	-15.2	0.2	-15.8	-0.6

Of the compounds above, two contain bromine.
SMILES	NPY2 pot ag	p97 inhibitor	MDM2 E3 inh	NPY-Y1 antag	Runt-SMMHC FRET	RBBP9 inhibitor	Runt-CBFb FRET	NPY-Y1 PAM-ag	Hck-Nef inh
Cc1c(C(=O)NCc2cccs2)oc2ccc(Br)cc12	-5.4	4.1	-12.3	0.1	2.3	5.6	3.7	-7.0	-2.3
Cn1ncc(Br)c1C(=O)N/N=C/c1ccc(OS(=O)(=O)c2ccccc2)cc1	3.6	-0.4	·	9.3	1.5	-11.2	-1.9	10.9	1.4

Source: PubChem
